Screens from PubChem.
HEK293 tox = cytotoxicity counter-screen for GLP-1 receptor inverse agonists | actives 0.13% (n = 410,000) | HEK293 cAMP-luciferase reporter cells, luminescence, 24 h | Potency, µM (top dose mostly 38.3 µM), without a hit: at the top dose activity change, negative = inhibition, actives largely listed as inhibitors;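 also: loss of luciferase light is scored as toxicity; potency is read from the fitted curve at half-maximal effect; % is scaled to controls: 0 for no effect and ±100 for the full control effect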
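MLSMR compounds, 24 hr on cells at 37 deg C/5% CO2; luminescence after luciferase reagent (12 min RT). Inhibition counted as the undesired cytotoxic outcome.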
GLP1R ag = GLP-1 receptor (human) agonism; HEK293 GLP-1R CRE-luciferase, luminescence, 4-6 h; cells express a hypersensitive GLP-1R form; Potency, µM (highest dose often 45.6 µM), inactives show at the highest dose activation, hits mostly activators; actives 0.007% (n = 380,000); AID 624172; also: potency is read from the fitted curve at half-maximal effect; % of control where 0% means no effect
Target sequence (P43220 whole entry, looked up): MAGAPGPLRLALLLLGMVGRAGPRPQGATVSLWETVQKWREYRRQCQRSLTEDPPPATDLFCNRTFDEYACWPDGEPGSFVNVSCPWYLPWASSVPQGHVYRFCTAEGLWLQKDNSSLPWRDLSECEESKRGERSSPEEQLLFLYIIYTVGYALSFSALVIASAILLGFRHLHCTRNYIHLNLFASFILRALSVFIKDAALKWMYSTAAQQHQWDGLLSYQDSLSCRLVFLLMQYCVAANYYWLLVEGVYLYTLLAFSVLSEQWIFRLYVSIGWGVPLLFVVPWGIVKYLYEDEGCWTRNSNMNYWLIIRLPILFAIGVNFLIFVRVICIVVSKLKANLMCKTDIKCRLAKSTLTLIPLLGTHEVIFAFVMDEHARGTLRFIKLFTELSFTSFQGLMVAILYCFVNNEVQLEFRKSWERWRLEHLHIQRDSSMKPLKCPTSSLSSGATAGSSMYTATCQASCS
GLP-1R inv ag = GLP-1 receptor (human) inverse agonism; HEK293 GLP-1R CRE-luciferase, luminescence, 24 h; GLP-1R form is constitutively active; Potency, µM (titrated, usually from 38.3 µM), inactives show at the highest dose activity change, negative = inhibition, actives largely listed as inhibitors; actives 1.6% (n = 410,000); also: potency is read from the fitted curve at half-maximal effect; % is scaled to controls: 0 for no effect and ±100 for the full control effect; nearly all actives have a fitted effect of over 55% in size
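GLP-1R inverse agonism mode: basal reporter luminescence in engineered HEK293 cells measured after one day of compound exposure at 37 deg C, with a 12 min room-temperature detection step.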
DRD3 antagonist = D3 dopamine receptor (human) antagonism. P35462. D3R cells, DiscoveRx beta-arrestin luminescence, antagonist mode; stronger effect = lower value. max response, negative = inhibition, %. actives 2.5% (n = 360,000). AID 652054; in the data active = max response below about -50%; inconclusive = no clear call, values can overlap the other calls; also: % is scaled to controls: 0 for no effect and ±100 for the full control effect; mostly tested at two doses, the higher about 12 µM
Target sequence (P35462 whole entry, looked up): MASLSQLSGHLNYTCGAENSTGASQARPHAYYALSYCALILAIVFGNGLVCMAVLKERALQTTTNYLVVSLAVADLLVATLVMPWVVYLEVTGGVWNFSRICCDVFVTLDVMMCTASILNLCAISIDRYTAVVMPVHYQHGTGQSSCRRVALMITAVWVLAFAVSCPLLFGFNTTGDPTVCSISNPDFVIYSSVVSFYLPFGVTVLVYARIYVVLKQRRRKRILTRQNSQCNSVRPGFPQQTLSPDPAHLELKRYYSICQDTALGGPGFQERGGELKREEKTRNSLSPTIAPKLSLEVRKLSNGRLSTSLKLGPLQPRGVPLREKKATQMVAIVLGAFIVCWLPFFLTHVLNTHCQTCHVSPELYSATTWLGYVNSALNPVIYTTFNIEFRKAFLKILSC
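Cells plated overnight at 1500 cells/well, then exposed to library compounds with dopamine controls for 90 minutes at 37 degrees C. DiscoveRx reagent added for 30–60 minutes at room temperature; luminescence read, quantitative HTS format.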
PTHR1 ag = agonists of human PTHR1 parathyroid hormone receptor; HEK293 GP2 PTHR1 cells, GloSensor cAMP luminescence, 1 h; Potency, µM (top dose mostly 115 µM), without a hit: top-dose activation, actives largely listed as activators; AID 743266; Q03431; actives 0.075% (n = 410,000); also: potency is read from the fitted curve at half-maximal effect; nearly all actives have a fitted effect of over 55% in size; some results filed as inactive show a strong effect at the top dose; inactives centre near -15; many of its hits are not listed in these tables
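HEK-293-derived GP2 cells expressing PTHR1 and a GloSensor cAMP reporter, 3,000/well, plated overnight, given luciferin plus IBMX (each 0.5 mM as added) for 1 h at 37 °C, then compound for 1 h at 37 °C. Luminescence was read after 15 min at room temperature.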
DRD3 agonist = D3 dopamine receptor (human) agonism. P35462. D3R DiscoveRx beta-arrestin cells, luminescence, 90 min. max activation, %. actives 0.58% (n = 410,000). AID 652048; in the data active = max activation above about 30%; also: 0% is about no effect; mostly tested at two doses, the higher about 12 µM
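Agonist-mode cell screen: cells plated at 1500/well and incubated overnight at 37 °C, then exposed to library compounds for 90 min at 37 °C. Detection reagent was added for 30–60 min at room temperature, and luminescence was read.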
aSyn rescue = alpha-synuclein toxicity inhibition in yeast; Yeast expressing alpha-synuclein, growth rescue, BacTiter-Glo, 24 h; AID 652106; actives 0.14% (n = 370,000); Potency, µM (highest dose often 46.1 µM), without a hit: top-dose growth rescue (activation), most hits filed as activators; also: potency is read from the fitted curve at half-maximal effect; % of control where 0% means no effect; nearly all actives have a fitted effect of over 65% in size
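Rescue of yeast growth: cells expressing toxic alpha-synuclein, induced in galactose at OD600 0.02, incubated with compound 24 h at 30 C. ATP luminescence quantified growth; inhibitors of toxicity appear as activators.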
KB-V1 MDR tox = KB-V1 MDR subline cytotoxicity | Potency, µM (doses to about 46.1 µM), inactives show at the top dose activity change, negative = cytotoxicity, hits mostly cytotoxic | AID 1347076 | actives 3.4% (n = 400,000) | KB-V1 MDR cells viability, CellTiter-Glo, 72 h; also: potency is read from the fitted curve at half-maximal effect; % is scaled to controls: 0 for no effect and ±100 for the full control effect; nearly all actives have a fitted effect of over 60% in size
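Cytotoxicity toward P-gp-expressing KB-V1 cells was determined as loss of CellTiter-Glo luminescence after 72 h at 37 degrees C. Compounds were tested in quantitative HTS format across a concentration range, with curves fitted to normalized data.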
TDP43 rescue = rescues yeast growth from TDP-43 toxicity; TDP-43 expressing yeast growth rescue, BacTiter-Glo, 24 h; Potency, µM (highest dose often 46.1 µM), inactives show at the highest dose growth rescue (activation), usual class: activators; actives 1.8% (n = 410,000); AID 652104; also: potency is read from the fitted curve at half-maximal effect; % of control where 0% means no effect; nearly all actives have a fitted effect of over 50% in size
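Yeast expressing TDP-43 (pregrown in raffinose, seeded at OD600=0.02 in galactose medium) exposed to compounds 24 hr at 30 deg C. Growth read by BacTiter-Glo luminescence; rescue of toxicity appears as increased signal.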
Starred values were filed as active, the others as inactive; i = inactive; u = inconclusive; x = no result given; [ ] = dose if it differs, or a comment. Unless noted, calls follow the shape of the dose curve; as a rule, active = well fitted curve in the direction sought with a large enough effect; inconclusive = small, poorly fitted or top-dose-only effect, or another doubt; inactive = no such curve, though single readings can be large; an effect the other way counts as inactive or inconclusive. The list is partial; count on the stated rates, not on these rows.

SMILES	HEK293 tox	GLP1R ag	GLP-1R inv ag	DRD3 antagonist	PTHR1 ag	DRD3 agonist	aSyn rescue	KB-V1 MDR tox	TDP43 rescue
CC(C(=O)Nc1ccc(S(=O)(=O)N2CCCC2)cc1)N(C)Cc1ccc(F)cc1 (stereo not drawn)	-11.0%	-1.1%	u	-29.9	-57.0%[inhibitor]	-16.4	6.8%	-20.2%	8.0%
CCOC(=O)N1CCN(C(=O)c2ccc(S(=O)(=O)Nc3ccccc3)cc2)CC1	-17.7%	2.4%	-13.6%	2.9	-31.8%[inhibitor]	4.4	-11.6%	-2.2%	9.9%
COC(=O)N/N=C/c1cn(CCCOc2ccccc2)c2ccccc12	6.9%	4.3%	10µM*	-3.3	-95.6%[inhibitor]	0.7	-13.9%	23.1µM*	u
CCN(CC)C(=O)CSc1nc(-c2ccc(C)cc2)nc2c1Cc1c(CO)cnc(C)c1O2	-17.1%	x	-4.4%	x	i	9.7	x	0.6%	6.0%
CCOC(=O)c1ccc(NC(=S)N(CCCN2CCN(CC)CC2)Cc2cccs2)cc1	u	-4.0%	u	-0.1	-10.0%	-17.7	-4.5%	21.1%	x
CCN1CCC(C(=O)NC(c2ccc(F)cc2)c2ncccc2C)CC1 (stereo not drawn)	-6.3%	-1.2%	-18.8%	u	9.3%	-15.2	-8.5%	19.1%	8.4%
CCCc1cc(=O)n2[nH]c(Cc3ccccc3)nc2n1	-7.8%	-4.6%	5.5%	18.4	i	0.3	1.0%	u	10.7%
O=C(COc1ccc(F)cc1)Nc1ccccc1OCc1cc(=O)n2ccccc2n1	-10.4%	x	3.7%	x	i	-10.4	x	x	0.0%
Cc1sc2ncnc(OCC(=O)NC3CCS(=O)(=O)C3)c2c1C (stereo not drawn)	-32.8%	-1.1%	-0.2%	0.0	-6.5%	-12.8	-2.3%	3.5%	-9.7%
CC1CN(c2ccc(S(=O)(=O)N3CCCC3)cn2)CC(C)O1 (stereo not drawn)	1.9%	2.4%	15.3%	-9.5	i	-13.2	-2.6%	8.3%	-5.3%
Cc1ccc(N(C(=O)c2snc(C(N)=O)c2N)C(C(=O)NC2CCCC2)c2ccncc2)cc1 (stereo not drawn)	7.4%	11.9%	35.6%[activator]	-21.0	-18.6%	-9.3	3.1%	-11.1%	-17.8%
COc1ccccc1NS(=O)(=O)c1ccc(O)c(C(=O)OCC(=O)N2CCc3ccccc32)c1	-13.3%	4.0%	-21.2%	-1.9	-13.2%	-0.7	0.6%	-1.1%	-9.7%
COC(=O)c1ccc2nc(-c3ccc(OC)c(OC)c3)c(Cc3ccc(C)cc3)n2c1	-6.4%	16.1%	u	17.0	2.8%	8.2	6.4%	-0.2%	22.4µM*
C/C(=N\NC(=O)c1cc(Br)ccc1O)c1cccc(NC(=O)c2ccccc2F)c1	-4.0%	4.8%	-7.4%	1.4	-39.7%[inhibitor]	-4.7	-10.5%	1.8%	-7.2%
Cc1cccc(/C(N)=N/OC(=O)N2CCOCC2)c1	-28.3%	2.0%	6.8%	-16.9	i	-7.4	0.8%	u	4.1%
CCNC(=S)N/N=C/c1ccccc1[N+](=O)[O-]	u	11.8%	u	3.2	-25.0%	3.2	-2.0%	-2.1%	17.2%
O=C(CN1CCN(c2ccc(F)cc2)CC1)N(C1CCCC1)C1CCS(=O)(=O)C1 (stereo not drawn)	3.3%	-2.1%	32.3%	u	i	3.6	0.7%	14.9%	0.4%
COc1ccc(CN2CC(=O)N(c3ccccc3C)C2=S)cc1OC	14.7%	17.8%	65.1%[activator]	-1.5	-10.0%	3.3	6.7%	u	27.8%
CCOC(=S)SCc1cn2ccc(C)cc2n1	4.8%[1.53 µM]	-12.1%	u	u	-37.0%[inhibitor]	-16.3	-2.2%	-15.5%	14.8%
CCCCCCNC(=O)C(C#N)c1nc2ccccc2nc1N1CCOCC1 (stereo not drawn)	91.9%[activator]	6.0%	8.9%	-23.3	5.7%[57.5 µM]	-1.5	1.7%	-6.1%	-18.1%
CS(=O)(=O)N(CC(=O)NCCSCc1ccccc1Cl)c1ccc(F)cc1	1.8%	2.4%	u	3.1	-1.5%	-5.0	0.8%	-10.5%	7.6%
O=C(Nc1nnc(CC(c2ccccc2)c2ccccc2)s1)c1ccco1	-7.3%	-10.2%	0.0%	12.2	-4.0%	5.6	3.8%	4.6%	11.3%
CCOc1ccccc1NCc1nnc(-c2ccccc2)o1	-0.7%	1.5%	-16.7%	22.5	-13.1%	-0.5	14.7%	u	4.4%
CCCN(CCC)C(=O)C1CCC(CNS(=O)(=O)c2cccc3nsnc23)CC1 (stereo not drawn)	-0.4%	0.7%	u	-2.3	-21.5%	-10.5	-3.1%	-0.5%	-14.3%
CCCCCn1c(=N)c(S(=O)(=O)c2ccccc2)cc2c(=O)n3ccccc3nc21	-10.1%	11.5%	7.5%	x	-11.7%	-5.0	-5.2%	u	18.1%
CCOC(=O)c1c(C)n(CCOc2ccccc2)c2ccc(O)cc12	-0.3%	10.5%	39.2%[activator]	9.7	-8.9%	14.9	2.2%	0.0%	-19.3%
O=C1CN(C(=O)c2c(F)cccc2Cl)C(c2ccc(F)cc2)c2cc(Br)ccc2N1 (stereo not drawn)	-5.4%	x	u	x	-4.8%	6.3	x	0.0%	26.6%
Cc1cccc(N(C(=O)CNC(=O)c2ccco2)C(C(=O)NC2CCCC2)c2cccnc2)c1C (stereo not drawn)	0.5%	10.1%	3.8%	9.5	i	2.9	1.8%	-13.0%	-7.4%
N#Cc1nc(-c2ccco2)oc1NCc1ccccc1Cl	10.0%	17.5%	6.2%	11.7	-40.4%	-7.7	-16.7%	u	25.5%
CCOc1ccc2nc(NC(=O)CSc3ccccc3)sc2c1	-8.4%	4.7%	-28.5%	17.5	i	1.3	-3.1%	u	3.1%

Another view of 2 compounds above:
Cc1cccc(N(C(=O)CNC(=O)c2ccco2)C(C(=O)NC2CCCC2)c2cccnc2)c1C (stereo not drawn)
  HEK293 tox: 0.5%; GLP1R ag: 10.1%; GLP-1R inv ag: 3.8%; DRD3 antagonist: 9.5; PTHR1 ag: i; DRD3 agonist: 2.9; aSyn rescue: 1.8%; KB-V1 MDR tox: -13.0%; TDP43 rescue: -7.4%

COC(=O)N/N=C/c1cn(CCCOc2ccccc2)c2ccccc12
  HEK293 tox: 6.9%; GLP1R ag: 4.3%; GLP-1R inv ag: 10µM*; DRD3 antagonist: -3.3; PTHR1 ag: -95.6%[inhibitor]; DRD3 agonist: 0.7; aSyn rescue: -13.9%; KB-V1 MDR tox: 23.1µM*; TDP43 rescue: u

The list goes on:
SMILES	HEK293 tox	GLP1R ag	GLP-1R inv ag	DRD3 antagonist	PTHR1 ag	DRD3 agonist	aSyn rescue	KB-V1 MDR tox	TDP43 rescue
O=C(CSc1nnc(Cn2nnc(-c3ccccc3)n2)n1-c1ccccc1)Nc1ccccc1	-2.3%	-0.1%	-22.5%	8.6	-19.5%[57.5 µM]	0.6	4.7%	14.6µM*	24.2%
Cc1ccc(Oc2nc3c(c(=O)n(Cc4ccccc4)c(=O)n3C)n2C)cc1C	3.0%	x	-12.4%	x	-34.8%[inhibitor]	35.2*	x	u	7.2%
CCN1C(=O)/C(=C/C=C2\N(CC)c3cc(S(=O)(=O)N(C)C)ccc3N2c2ccccc2)SC1=S	u	7.4%	u	u	i	-12.1	-24.6%	0.6%	-35.0%[inhibitor]
CCCCNC(=O)CCn1c(=O)c2ccccc2n(Cc2ccccc2C)c1=O	9.8%	12.0%	11.0%	8.9	i	3.5	6.3%	u	13.1%
Cc1ccc(Nc2nc(N)nc(COC(=O)C3=COCCO3)n2)cc1	7.8%	-0.7%	21.6%	24.4	u	2.9	-1.3%	0.0%	5.1%
Clc1ccc2c(c1)CNc1c(ncnc1N1CCOCC1)O2	14.6%	29.4%	-5.3%	14.6	-9.7%[57.5 µM]	8.2	1.3%	-21.8%	4.5%
Cc1cccc(C)c1NC(=O)c1ccc2c(c1)nnn2C1CCCC1	-29.6%	x	u	x	-18.1%	-17.1	x	u	18.7%
CCN(c1ccccc1)S(=O)(=O)c1ccc(Cl)c(NC(=O)COC(=O)c2cccc(OC)c2O)c1	-2.9%	-15.5%	u	12.3	-2.5%	-2.7	-11.6%	u	7.4%
O=C(CN1CCN(c2ccccn2)CC1)N(c1ccccc1)c1ccc2ccccc2c1	-15.4%	-2.6%	u	-23.2	-17.4%[57.5 µM]	-1.6	11.1%	4.7%	2.4%
Cc1ccc2nc(-c3ccc(C#N)cc3)c(Cc3ccccc3)n2c1	-7.7%	14.1%	6.4%	6.2	i	2.7	1.7%	u	16.8%
Cc1cccc(C(=O)Nc2ccc3c(c2)C(=O)N(CC(C)C)C3=O)c1	-3.9%	-6.6%	u	5.5	-7.5%	0.7	2.9%	5.7%	4.6%
Cc1cccc(C)c1NC(=S)NC(C)CCc1ccccc1 (stereo not drawn)	u	4.8%	u	-8.1	i	-22.8	-4.8%	u	24.7%
Cc1cc(C)c(NS(=O)(=O)c2cc(-c3onc(C)c3C)ccc2C)c(C)c1	5.1%	x	-2.6%	x	-50.6%	-8.5	x	x	19.8%
COC(=O)c1ccc(NC(=O)CCc2c(C)nc3c(c(C)nn3-c3ccc(C)cc3)c2C)cc1	15.2%	x	6.7%	x	i	4.9	x	x	24.5%
Cn1c(NC(=O)c2ccccc2)cc(=O)n(C)c1=O	3.3%	10.1%	5.2%	-8.3	-23.3%	-2.1	-0.1%	5.9%	5.9%
Cc1ccc(NC(=O)C/C(N)=N/O)cc1Cl	-12.8%	0.2%	-17.9%	7.0	-20.4%	2.3	-2.4%	14.1%	2.3%
Cc1ccc(N2CCN(C3=NC(=O)/C(=C\c4cn[nH]c4-c4ccccc4)S3)CC2)cc1	-14.4%	0.0%	-8.9%	41.3	i	4.8	1.8%	-16.6%	9.6%
